Screening results (PubChem)
TLR4-MyD88 BLA: TLR4-MyD88 interaction inhibition in cells. O00206+Q99836. HeLa CL3-4 TLR4/MyD88 BLA complementation, FRET ratio. inhibition, % at 8.4 µM. 0.18% of 200,000 active. AID 861; in the data active = inhibition above about 25%;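 also: 0% = vehicle and 100% = reference inhibitor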
PPARg SRC3 recr: promotes SRC-3 coactivator recruitment by human PPARgamma; P37231; biochemical PPARgamma/SRC-3 coactivator recruitment assay; activation, % at 8 µM; 0.26% of 200,000 active; in the data active = activation above about 23%;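 also: 0% = DMSO and 100% = reference agonist; some compounds past the cut are filed as inactive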
Target sequence (P37231 whole entry, looked up): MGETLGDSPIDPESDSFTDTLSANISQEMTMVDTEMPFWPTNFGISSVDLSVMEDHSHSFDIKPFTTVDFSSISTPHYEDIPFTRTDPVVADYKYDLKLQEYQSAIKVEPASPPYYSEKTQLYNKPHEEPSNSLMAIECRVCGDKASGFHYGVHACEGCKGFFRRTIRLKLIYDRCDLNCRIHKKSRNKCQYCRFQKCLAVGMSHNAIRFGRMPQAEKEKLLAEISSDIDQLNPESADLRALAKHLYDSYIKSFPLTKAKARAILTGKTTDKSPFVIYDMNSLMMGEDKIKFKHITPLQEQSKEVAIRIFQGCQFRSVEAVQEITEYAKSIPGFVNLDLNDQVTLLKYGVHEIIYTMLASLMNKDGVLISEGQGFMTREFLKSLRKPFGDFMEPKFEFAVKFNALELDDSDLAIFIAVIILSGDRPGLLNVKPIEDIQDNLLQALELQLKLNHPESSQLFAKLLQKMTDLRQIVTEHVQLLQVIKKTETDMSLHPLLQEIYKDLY
PPARg SRC2 recr: PPARgamma-driven SRC-2 recruitment agonism. activation, % at 8 µM. P37231. 0.34% of 200,000 active. PPARgamma LBD-SRC-2 recruitment, biochemical; in the data active = activation above about 22%;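 also: 0% = vehicle and 100% = reference agonist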
Lmaj promast: inhibitors of Leishmania major promastigote growth; Leishmania major promastigotes, resazurin fluorescence viability; 9% of 200,000 active; AID 1063; inhibition, % at 10 µM; in the data active = inhibition above about 50%;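 also: promastigotes grown with compound for 44 hours at 28 °C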
TR-FRET SRC-2 ct: flags TR-FRET format artefacts in PPARgamma SRC-2 recruitment agonist screen; TR-FRET artefact counter-screen; stronger effect = higher value; TR-FRET ratio at 8 µM; 0.4% of 200,000 active; AID 1049; in the data active = TR-FRET ratio above about 2000; also: inactives centre near 1500; reference of the scale not given here
PPARg SRC-1 ag: agonists of human PPARgamma SRC-1 coactivator recruitment | activation, % at 8 µM | PPARgamma-SRC-1 coactivator recruitment biochemical assay | 0.41% of 200,000 active | P37231; in the data active = activation above about 19%;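 also: 0% = DMSO and 100% = reference agonist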
S1P3 antag: S1P3 (human) receptor antagonism; Q99500; CHO S1P3 NFAT-BLA reporter, FRET fluorescence, antagonist mode; inhibition, % at 4.98 µM; 0.27% of 170,000 active; AID 485;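 active = inhibition above the plate cutoff, the mean inhibition of test wells on that plate plus 3 SD, cut at about 28% in these data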;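 also: cells challenged with S1P at its EC80 of 0.8 µM; blue over green emission ratio from cleaved BLA substrate after 4 h stimulation; 0% = S1P-stimulated wells and 100% = unstimulated DMSO-only wells; some compounds past the cut are filed as inactive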
ROMK primary: human ROMK K+ channel modulation, primary screen; P48048; Tet-inducible ROMK, thallium flux fluorescence; actives lie on both sides; B-score at 10 µM; 2% of 130,000 active; AID 1918;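 active = signal ratio slope over the read window, or its plate-corrected B-score, at least 3 SD from the plate mean, either direction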;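 also: B-score of the F/F0 ratio slope over 7 to 12 s after thallium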
Target sequence (P48048 whole entry, looked up): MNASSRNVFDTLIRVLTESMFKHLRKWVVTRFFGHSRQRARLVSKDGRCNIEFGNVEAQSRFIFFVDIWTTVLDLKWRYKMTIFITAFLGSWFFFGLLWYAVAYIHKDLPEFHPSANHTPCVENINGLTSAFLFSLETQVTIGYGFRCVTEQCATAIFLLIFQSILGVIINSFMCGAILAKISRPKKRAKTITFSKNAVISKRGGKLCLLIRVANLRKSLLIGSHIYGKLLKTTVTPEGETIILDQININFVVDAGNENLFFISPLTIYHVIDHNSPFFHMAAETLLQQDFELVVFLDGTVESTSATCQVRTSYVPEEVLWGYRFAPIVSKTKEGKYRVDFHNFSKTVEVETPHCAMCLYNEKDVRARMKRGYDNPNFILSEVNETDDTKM
bIAP inh: intestinal alkaline phosphatase (bovine) inhibition; inhibition, % at 20 µM; 190,000 tested, under 10 active; AID 1019; purified bovine IAP, CDP-star luminescence, 30 min;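 active = over 50% inhibition of intestinal alkaline phosphatase at 20 µM in the single-dose screen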
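Assay system: bovine IAP enzyme; medium: DEA buffer 100 mM, pH 9.8, with MgCl2 1.0 mM, ZnCl2 0.02 mM; doses: 20 µM single dose; incubation: enzyme reaction for 30 min at room temperature; detection: CDP-star luminescence signal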
bIAP act: increases bovine intestinal alkaline phosphatase activity. activation factor at 20 µM. AID 1016. purified bovine IAP, CDP-star luminescence, 30 min; stronger effect = higher value; fold of DMSO-control signal, blank-subtracted. 0.17% of 200,000 active;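 active = activation factor of 2 or more at 20 µM, a signal rise over negative controls twice the positive control's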
Redox H2O2 prof: compounds producing H2O2 with reducing agent – biochemical, NIH compound library profiling, artefact control for MLSCN library redox annotation, primary screen; DTT-dependent redox cycling H2O2, phenol red/HRP absorbance; 100% = 100 µM peroxide control, 0% = buffer; activation, % at 10 µM; 0.03% of 200,000 active;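 active = activation of at least 50% relative to the plate's high and low controls in the primary single-dose screen; inactive = activation below 50%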;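 also: compound incubated with DTT at 0.8 mM final as the reducing agent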
Active calls of the source: *; . = no result given.

SMILES	TLR4-MyD88 BLA	PPARg SRC3 recr	PPARg SRC2 recr	Lmaj promast	TR-FRET SRC-2 ct	PPARg SRC-1 ag	S1P3 antag	ROMK primary	bIAP inh	bIAP act	Redox H2O2 prof
CCc1ccc(OCc2nnc(SCCN3CCOCC3)n2C)cc1	2	8	3	-5	1605	6	-19	-0.79	-19	1.2	1.2
CCC(=NCc1ccccc1)c1c(C(F)(F)F)[nH]n(-c2nc3ccccc3s2)c1=O	3	3	1	7	1240	4	.	-0.84	11	0.9	0.3
COc1ccc(/C=C(/NC(=O)c2cccs2)C(=O)NCc2ccco2)cc1OC	-5	6	13	-3	1717	-2	5	-0.39	-3	1	0.1
Cc1nc(SCC(=O)Nc2ccc3c(c2)OCCO3)c2oc3ccccc3c2n1	-10	12	16	-5	1540	8	.	.	-1	1	2.8
O=C(O)c1cc(N/N=C/c2ccc3c(c2)OCCO3)ccc1Cl	0	2	-2	17	1678	2	-4	1.2	4	1	0.3
CC(C)(C)OC(=O)N1CCC(c2cc(-c3cccs3)n[nH]2)CC1	-5	-1	1	25	1480	8	2	-0.065	-2	1	-0.9
CCOC(=O)c1oc2ccc(S(=O)(=O)n3nc(-c4ccccc4)cc3N)cc2c1C	-1	2	-8	97*	1404	-2	.	.	13	0.9	-1.0
CCOc1cc(N2CCOCC2)c(OCC)cc1NC(=O)c1ccc2ccccc2n1	-4	1	10	19	1947	0	8	0.12	-17	1.2	-2.6
N#CC1=C(N2CCCCC2)c2cc3c(n2C1=O)CCCC3	-3	9	7	34	1574	1	.	.	14	0.9	2.4
CCCC(C)c1nnc(NC(=O)c2cc(C(=O)OC)cc([N+](=O)[O-])c2)s1 (stereo not drawn)	0	14	8	97*	1604	-9	.	.	2	1	1.9
CN1CCN(NC(=S)NC2CCCC2)CC1	7	6	1	-7	1524	-8	-2	0.29	0	1	-2.0
O=C(COC(=O)c1c2c(nc3ccccc13)/C(=C\c1cccs1)CCC2)Nc1ccccc1	4	-2	10	28	1581	-5	-6	0.53	13	0.9	0.8
C=CCC1c2cccc(C(=O)O)c2C(=O)N1c1ccc(Cl)cc1 (stereo not drawn)	13	-5	5	-5	1567	-7	.	0.16	34	0.7	-0.8
CC(C)c1nc(SCC(=O)Nc2ccc([N+](=O)[O-])cc2Br)n[nH]1	3	0	1	6	1551	4	-3	-0.62	-24	1.2	-1.8
O=C(COC(=O)CC1CC2CCC1C2)Nc1ccc(F)cc1 (stereo not drawn)	3	4	-5	-9	1497	4	-12	0.27	10	0.9	0.1
COc1ccc(-n2c(Cc3cccn3C)nnc2SCC(=O)Nc2ccccc2)cc1	1	8	9	5	1454	-4	-1	.	-1	1	-0.5
CC(C)OCCCNC(=O)C1CCN(S(=O)(=O)N2CCCCC2)CC1	-4	1	-2	5	1551	-4	-14	1.7	-5	1.1	-0.1
CC(=O)c1ccc(NC(=O)C(C)Sc2nnnn2C)cc1 (stereo not drawn)	-13	8	6	0	1613	9	-39	.	7	0.9	0.5
CCCC(=O)Nc1sc2c(c1C(=O)OC)C(C(=O)OC)CC2 (stereo not drawn)	9	2	-3	6	1456	4	.	.	13	0.9	0.8
O=C(O)C1CCCN1c1ncnc2ccccc12 (stereo not drawn)	13	-2	10	3	1459	1	-33	.	1	1	0.8
CC(C)NC(=O)c1cc2cc(Br)ccc2oc1=O	11	-10	4	17	1649	2	-11	0.81	-3	1	-0.4
Nc1ccc(N2CCN(c3ccc(F)cc3)CC2)cc1	18	5	5	78*	1707	11	-7	0.49	3	1	-1.5
O=C(CSc1nnc(Cn2nnc(-c3ccccc3)n2)n1-c1ccccc1)Nc1ccc(F)cc1	-9	7	0	-1	1644	8	5	-0.23	4	1	-3.3
CCc1nnc(NC(=O)c2c(OC)cccc2OC)s1	2	-1	-6	-4	1413	-6	-1	.	2	1	1.6
CC(=O)NC(Cc1c[nH]c2ccccc12)C(=O)NCc1ccc2c(c1)OCO2 (stereo not drawn)	-2	-11	-5	9	1530	9	-38	.	10	0.9	1.7
CCOC(=O)c1cccc2c1-c1ccccc1/C2=N/O	-6	-1	0	19	1608	0	-22	0.088	28	0.7	1.8
CCOc1cc(N2CCOCC2)c(OCC)cc1NC(=O)COc1cccc2cccnc12	-7	-6	7	100*	1400	-3	-3	-0.28	-4	1	1.8
COc1ccc(C2=NN(Cc3ccccc3)C3C(=O)NC(=O)C23)cc1 (stereo not drawn)	0	4	6	2	1645	-2	-11	0.56	2	1	-0.6
COCCCNC(=O)Nc1ccc(Br)cc1Cl	10	0	-5	-7	1289	-5	-5	.	5	0.9	0.4
Cc1ccc(S(=O)(=O)N(C)c2ccc(C(=O)Nc3c(C)n(C)n(-c4ccccc4)c3=O)cc2)cc1	-9	-6	-5	1	1558	6	6	-0.16	-6	1.1	-0.4
CC1CCCCC1NCC#CCOc1ccc(Cl)cc1 (stereo not drawn)	-9	4	4	83*	1587	1	11	-1.7	-1	1	-0.9
Cc1ccccc1-n1c(Cn2c(=O)sc3ccccc32)nnc1SCC(N)=O	2	4	-4	-9	1560	0	-1	.	5	1	-0.9
COc1ccc2o/c(=N/NC(=S)Nc3ccccc3)c(C(N)=O)cc2c1	-2	-1	-8	-2	1483	-4	-13	.	14	0.9	0.8
Cc1ccc(C(=O)/C=C/Nc2ccccc2C(N)=O)cc1	-8	-1	-9	1	1447	0	.	.	4	1	1.6
Cc1nn(-c2ccc(F)cc2)c(C)c1NS(=O)(=O)c1ccc2ccccc2c1	-1	2	1	-1	1515	-8	.	.	5	0.9	0.2
Cc1nc(Nc2cccc(C(F)(F)F)c2)nc2c1C(=O)CC(C)C2 (stereo not drawn)	-3	-4	1	-2	1353	-2	19	.	.	0.4	3.0
c1csc(-c2nc(-c3ccncc3)no2)c1	7	-2	2	-10	1610	12	20	0.035	7	0.9	0.2
O=C(CN1CCN(CCO)CC1)Nc1ccccc1	-8	3	9	-9	1559	-7	.	-0.61	0	1	0.8
CC1CCN(CC(=O)Nc2ccccc2Sc2ccccc2)CC1	3	-2	-6	13	1464	-7	-6	-1.2	11	0.9	-0.1
CCOc1cccc(=O)c2c(C)n(Cc3ccccc3)c(C)c12	6	1	-5	31	1543	-7	-14	-2.1	7	0.9	-0.2
CCn1cc(C(=O)N/N=C(/C)c2ccc(F)cc2)c(=O)c2cc(F)c(N3CCCC3)cc21	12	-1	-3	-3	1372	-4	.	.	-1	1	16
CCc1nnc(SCC(=O)Nc2ccc3c(c2)OCO3)o1	-7	-4	0	5	1529	-3	.	0.2	10	0.9	0.1
S=c1[nH]nc(-c2ccccc2)c2ccccc12	-4	-1	4	-5	1881	8	-17	0.11	4	1	0.2
Cc1ccc(S(=O)(=O)NCCSc2nnnn2-c2ccccc2)cc1	-4	19	3	7	1614	5	.	.	0	1	-0.9
CN(C(=S)NC(=O)Cc1ccccc1)c1ccccc1	-4	2	0	-5	1474	4	1	0.048	6	0.9	-0.4
Cc1ccc(C(C(=O)Nc2ccc3c(c2)OCO3)N(C)C(=O)/C=C\c2ccc3c(c2)OCO3)cc1 (stereo not drawn)	3	2	-1	87*	1679	-2	2	0.052	6	0.9	2.0
COc1cc(C=Nc2ccccc2C(=O)Nc2ccccc2)cc(OC)c1OC	-3	-4	4	6	1545	-2	-26	0.27	4	1	-0.2
COc1ccc(-c2cc(=O)c3c(O)c(OC)c(O)cc3o2)cc1	6	.	.	6	.	.	-6	.	5	1	0.1
O=C(CSCCO)Nc1ccc(C23CC4CC(CC(C4)C2)C3)cc1	3	3	15	-4	1503	2	.	0.88	13	0.9	0.8
COc1cc(C(CC(=O)O)n2cnnn2)ccc1OC(C)C (stereo not drawn)	-15	1	5	-6	1667	-4	-9	1.1	12	0.9	-0.2

Later entries:
SMILES	TLR4-MyD88 BLA	PPARg SRC3 recr	PPARg SRC2 recr	Lmaj promast	TR-FRET SRC-2 ct	PPARg SRC-1 ag	S1P3 antag	ROMK primary	bIAP inh	bIAP act	Redox H2O2 prof
COc1ccc(C(=O)CNc2ccc3ccccc3c2)cc1	-30	5	0	-2	1737	0	-20	-0.37	11	0.9	-1.0
C/C(=N\NS(=O)(=O)c1ccccc1)c1ccccc1	15	-1	-8	-3	1459	-2	-9	0.51	-2	1	-0.2
COc1ccc(N2C(=O)CC(N3CCOCC3)C2=O)cc1 (stereo not drawn)	3	-7	3	-8	1501	2	-11	1.3	10	0.9	0.3
COP(=O)(OC)C(Nc1cc(Cl)cc(Cl)c1)c1cccc(O)c1 (stereo not drawn)	-22	1	10	6	1508	0	-3	0.098	-18	1.2	0.1
COc1ccc(Cn2c(C)nc3oc4cc(OC)ccc4c(=O)c3c2=O)cc1	3	1	3	10	1418	2	-17	-0.039	7	0.9	-0.1
C/C(N)=C(/C#N)C(=O)COC(=O)c1oc2ccccc2c1COC(C)C	9	0	2	15	1598	2	-9	-0.066	0	1	-1.6

Rows were taken by chance; about 11% have a hit in one of these screens.
